Thrombin inh – human alpha-thrombin inhibitors, primary screen, counter-screen for coagulation protease inhibitor project, biochemical, 1536-well, fluorogenic AMC substrate; Prothrombin (Homo sapiens), P00734; Boc-VPR-AMC fluorogenic substrate cleavage; 220,000 tested, 0.26% active; inhibition, % at 5 µM; AID 1046, 2008;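 active = inhibition at or above 40%; inactive = inhibition below 40%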;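 note: 0% = enzyme with no compound and 100% = wells without enzyme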
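Test system: human alpha-thrombin; medium: pH 7.5 Tris-saline with Tween 20; times: reaction at room temperature; signal: AMC fluorescence at 355 nm excitation and 460 nm emission; also added: Boc-VPR-AMC substrate, 15 µM final; dosing: one concentration per compound, 5 µM, with 0.2% DMSO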
FXIIa inh – human FXIIa protease inhibitors, primary screen, biochemical, 1536-well | Coagulation factor XII (Homo sapiens), P00748 | purified FXIIa, Boc-QGR-AMC fluorogenic substrate, 2 h | inhibition, % at 5 µM | 220,000 tested, 0.3% active | AID 800, 2007; in the data active = inhibition above about 40%;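 note: 0% = enzyme with no compound and 100% = blank without enzyme; many of its hits are not listed in these tables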
KLK5 inh – human KLK5 protease inhibitors, primary screen, biochemical, 1536-well; Kallikrein-5 (Homo sapiens), Q9Y337; inhibition, % at 5 µM; recombinant hK5, fluorogenic AMC substrate cleavage; 210,000 tested, 0.59% active;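 active = inhibition of 40% or more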;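 note: 0% = enzyme controls without compound and 100% = no-enzyme blanks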
Rad51 HR inh – human RAD51 strand exchange inhibitors, primary screen, biochemical, fluorescence. DNA repair protein RAD51 homolog 1 (Homo sapiens), Q06609. hRad51 DNA strand exchange, fluorescence dequenching. AID 1385, 2008. 200,000 tested, 0.085% active. inhibition, % at 10 µM;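 active = inhibition above 40% at the single screening dose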;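 note: 0% = DMSO control wells and 100% = blanks with heterologous ssDNA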
Target sequence (Q06609 whole entry, looked up): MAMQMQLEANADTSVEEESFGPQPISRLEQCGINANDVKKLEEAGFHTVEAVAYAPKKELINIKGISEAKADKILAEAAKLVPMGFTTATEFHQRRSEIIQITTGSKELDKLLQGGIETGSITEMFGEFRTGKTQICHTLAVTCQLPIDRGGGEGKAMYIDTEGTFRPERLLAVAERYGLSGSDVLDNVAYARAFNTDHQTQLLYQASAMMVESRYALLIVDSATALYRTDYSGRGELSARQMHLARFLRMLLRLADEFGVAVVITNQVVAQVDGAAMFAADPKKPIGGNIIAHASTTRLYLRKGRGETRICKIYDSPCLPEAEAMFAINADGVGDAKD
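System: human Rad51 nucleoprotein filaments preassembled on unlabelled ssDNA. Reagent: labelled 47-mer dsDNA for strand exchange. Schedule: 30-min compound preincubation and 15-min exchange, both room temperature. Measured by: FRET fluorescence dequenching, excitation 485 nm, emission 520 nm. Read-out: Fluorescence-based percent inhibition, control- and blank-normalised. Benchmarks: plate controls and plate blanks.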
Cl transport mod – KCC2 cotransporter modulators, thallium flux, primary screen, cell-based, HEK293 KCC2, FluoZin-2 fluorescence, MLSMR | Solute carrier family 12 member 5 (Homo sapiens), Q9H2X9 | KCC2 cells, thallium flux FluoZin-2 fluorescence | B-score of Tl+ flux slope (higher = more flux/activation; lower = inhibition) at 10 µM | 190,000 tested, 2.2% active;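 active = thallium flux slope and its plate-corrected score both differing from the plate sample mean at a set confidence after two filtering rounds, in either direction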;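 note: slope of fluorescence scaled to starting intensity during 10 to 20 s after thallium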
TNF necrop inh – inhibitors of TNF-alpha triggered necroptosis, primary screen, cell-based, Jurkat FADD-/-, single concentration; Jurkat FADD-/- TNF necroptosis rescue, ATP luminescence, 24 h; 0 = TNF only, 100 = no-TNF cells; activation (protection from cell death), % at 10 µM; 220,000 tested, 0.068% active;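 active = activation, meaning protection from cell death, of at least 50% relative to plate controls; inactive = activation below 50%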;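 note: necroptosis triggered by 40 ng/mL TNF-alpha added together with compound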
L929 necroptosis – inhibitors of zVAD-triggered necroptosis, primary screen, L929 cells; L929 zVAD necroptosis rescue, ATP luminescence, 24 h; with zVAD 60 µM; viability rescue, % at 10 µM; 220,000 tested, 0.38% active;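 active = activation, scaled between plate controls, above about 75%, limit read from the data; inactive = activation under that limit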;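 note: 0% = zVAD with DMSO and 100% = DMSO alone without zVAD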
Hck Nef HTS – inhibitors of Nef-activated human Hck kinase, primary screen, biochemical, Z-Lyte FRET, 384-well, Hck-YEEI | Recombinant Hck-YEEI plus Nef, Z-Lyte FRET kinase assay | 220,000 tested, 0.68% active | inhibition, % at 20 µM | Tyrosine-protein kinase HCK (Homo sapiens), P08631 | AID 463187, 2010;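 active = Hck-Nef kinase inhibition above about 50%, limit read from the data; inactive = inhibition below that limit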;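 note: 0% = DMSO with Hck plus Nef and 100% = Hck alone without Nef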
FXIa inh 1536 – human FXIa protease inhibitors, primary screen, biochemical, 1536-well; purified FXIa, Boc-Glu-Ala-Arg-AMC fluorogenic substrate; Coagulation factor XI (Homo sapiens), P03951; inhibition, % at 5 µM; AID 798, 2007; 220,000 tested, 0.14% active;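 active = inhibition of at least 40%; inactive = inhibition below 40%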;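 note: fluorescence of freed AMC excited at 355 nm; 0% = enzyme without compound and 100% = no enzyme blank; many of its hits are not listed in these tables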
Target sequence (P03951 19-387 limits assumed): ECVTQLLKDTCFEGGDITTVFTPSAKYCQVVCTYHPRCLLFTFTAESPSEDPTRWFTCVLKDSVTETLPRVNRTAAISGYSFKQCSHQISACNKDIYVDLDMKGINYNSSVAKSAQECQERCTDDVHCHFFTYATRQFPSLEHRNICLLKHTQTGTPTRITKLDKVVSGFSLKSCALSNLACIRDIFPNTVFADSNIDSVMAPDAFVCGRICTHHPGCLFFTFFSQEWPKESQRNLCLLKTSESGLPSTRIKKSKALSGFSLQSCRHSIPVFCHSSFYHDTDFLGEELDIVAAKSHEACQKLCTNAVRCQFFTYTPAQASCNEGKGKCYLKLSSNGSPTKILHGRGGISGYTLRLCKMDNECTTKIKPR
Target sequence (P03951 388-625 limits assumed): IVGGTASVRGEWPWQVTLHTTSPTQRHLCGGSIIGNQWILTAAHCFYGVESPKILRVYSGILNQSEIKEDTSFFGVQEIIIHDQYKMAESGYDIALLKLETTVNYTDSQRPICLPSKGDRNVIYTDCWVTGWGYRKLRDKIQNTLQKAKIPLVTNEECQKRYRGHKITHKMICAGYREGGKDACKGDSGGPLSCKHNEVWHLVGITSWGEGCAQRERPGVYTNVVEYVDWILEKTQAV
The depositor's hits bear a star; x = no result given.

SMILES	Thrombin inh	FXIIa inh	KLK5 inh	Rad51 HR inh	Cl transport mod	TNF necrop inh	L929 necroptosis	Hck Nef HTS	FXIa inh 1536
Nn1c(Cc2cccc3ccccc23)nnc1SCc1ccccc1	-1	11	-18	11	-0.99	2.4	1.2	2	4
O=c1c2ccccc2nc2n1CCCS2	-3	5	-1	-1	0.5	0.2	1.3	2	7
CCn1c(=O)c(C)nn2c3ccccc3nc12	-5	6	-1	4	-0.7	1.5	2.2	0	0
COc1ccc(N2CCN(C(=O)c3cc(-c4cccs4)nc4ccccc34)CC2)cc1	-9	8	-1	0	0.52	-4.0	0.9	7	-3
N#C/C(=C\Nc1ccc2c(c1)OCCO2)C(=O)NCc1ccco1	-8	3	-5	7	x	0.3	-0.5	10	-4
O=C(O)c1cccc(N/N=C/c2cccnc2)c1	2	8	2	9	1.4	0.1	0.6	19	1
Nc1cccc2c1C(=O)N(Cc1cccc(Cl)c1)C2=O	-11	1	-1	0	-0.62	0.9	1.9	14	-5
CC/C(O)=C(/C#N)c1nnc2n1CCCCC2	x	8	x	4	0.24	-0.3	-0.1	1	x
COc1cccc(C(=O)Nc2nnc(C(C)C)s2)c1	0	15	-5	0	0.5	-0.3	0.1	11	11
CCOC(=O)N1CCN(Cc2nc(N)nc(Nc3ccc(Oc4ccccc4)cc3)n2)CC1	-3	6	-21	36	-4.1*	-2.8	0.1	0	-11
O=C(CSc1nnc(-c2ccc(Cl)cc2)n1Cc1ccco1)Nc1ccc2c(c1)OCCO2	2	7	-3	0	-3	0.3	4.6	7	3
FC(F)(F)c1ccc(C2[C@H]3CN(CC4CCCCC4)[C@H](c4ccccc4)C34CC2(c2cccnc2)C4)cc1 (stereo partly specified)	-1	8	1	-5	-0.18	1.6	-0.4	12	1
Cc1c(Br)c(C(F)(F)F)nn1CC(=O)NCC1CCCO1 (stereo unspecified)	6	8	7	2	x	-0.6	-0.6	0	-1
CC(C)CCNC(=O)C1(c2cccs2)CCOCC1	0	8	1	-4	-0.78	-0.1	-0.4	19	2
CCOC(=O)C1=C(O)C(Nc2nc3ccccc3s2)(C(F)(F)F)N=C1C (stereo unspecified)	0	14	0	-4	x	-0.4	0.3	0	0
O=C(CN1CCC(NC(=O)c2ccccc2F)CC1)NCc1ccc(F)cc1	-7	11	0	2	x	1.4	0.2	0	-8
O=C1CC(/C=C/c2ccccn2)=Nc2ccccc2N1	10	5	1	5	-0.46	-4.6	-0.8	33	-2
CCn1c(SC2CCOC2=O)nnc1-c1ccc(Cl)cc1 (stereo unspecified)	-5	4	0	12	-0.0066	0.7	12	20	-3
O=C(C1CCCN(S(=O)(=O)c2ccccc2)C1)N1CCCc2ccccc21 (stereo unspecified)	1	12	17	1	-0.86	-0.1	-0.2	-1	7
Cc1cccc(N2CCN(C(=O)CCNC(=O)Cn3ccc4ccccc4c3=O)CC2)c1C	5	21	-1	-1	x	-3.9	0.0	1	6
Cc1ccc(NC(=O)CSc2nnc(-c3ccncc3)n2C)cc1S(=O)(=O)N1CCOCC1	7	4	-2	9	x	0.9	2.2	19	-6
CCn1ncc(C2C(C(=O)Nc3ccc(C)cn3)=C(C)NC3=C2C(=O)CCC3)c1C (stereo unspecified)	-7	-4	-9	6	0.65	0.6	0.2	6	-2
CS(=O)(=O)N1CCC(C(=O)NCCN2CCN(Cc3ccccc3)CC2)CC1	4	13	-2	-2	1.3	1.1	-0.1	0	1
O=C(O)c1ccc2c(c1)N(Cc1ccc(F)cc1)C(=O)c1ccccc1S2	-12	4	2	25	-2.8	0.6	1.8	20	2
CNC(=S)NC1(C)CCS(=O)(=O)C1 (stereo unspecified)	-3	5	-1	x	-0.17	-1.1	0.9	14	1
Cc1ccc(CNC(=O)N[C@@H](Cc2ccccc2)C(=O)O)cc1	-3	8	-9	x	0.11	0.5	x	2	3
COc1cc(O)c(C(CCN2CCCC(C)C2)c2ccc(N(C)C)cc2)c(OC)c1 (stereo unspecified)	0	8	8	4	0.45	1.2	0.6	21	1
CS(=O)(=O)c1cccc(C(=O)Oc2ccccc2)c1	-6	14	-2	1	0.3	-2.2	-0.1	-1	5
CCCOC(=O)CCn1c(=S)oc2ccccc21	1	9	-4	1	-0.065	15	-0.6	1	-1
O=C(c1cc2cc([N+](=O)[O-])ccc2oc1=O)N1CCOCC1	0	10	-4	-4	0.11	-0.1	0.7	26	2

Quoted at random: 4 records from the list
SMILES	Thrombin inh	FXIIa inh	KLK5 inh	Rad51 HR inh	Cl transport mod	TNF necrop inh	L929 necroptosis	Hck Nef HTS	FXIa inh 1536
Cc1cccc(N2CCN(C(=O)CCNC(=O)Cn3ccc4ccccc4c3=O)CC2)c1C	5	21	-1	-1	x	-3.9	0.0	1	6
O=C(O)c1ccc2c(c1)N(Cc1ccc(F)cc1)C(=O)c1ccccc1S2	-12	4	2	25	-2.8	0.6	1.8	20	2
CNC(=S)NC1(C)CCS(=O)(=O)C1 (stereo unspecified)	-3	5	-1	x	-0.17	-1.1	0.9	14	1
O=C(CN1CCC(NC(=O)c2ccccc2F)CC1)NCc1ccc(F)cc1	-7	11	0	2	x	1.4	0.2	0	-8

Continued:
SMILES	Thrombin inh	FXIIa inh	KLK5 inh	Rad51 HR inh	Cl transport mod	TNF necrop inh	L929 necroptosis	Hck Nef HTS	FXIa inh 1536
CCOc1ccc(-c2nnc3ccc(SC)nn23)cc1	-4	2	1	-3	-0.24	-3.1	0.3	-1	7
O=C1Nc2ccccc2/C1=N\N1CCOCC1	-5	1	-2	20	-0.0016	1.3	-0.3	20	-3
CC(C)(C)Nc1nc(Cl)nc(NCc2ccccc2)n1	-7	0	-4	10	0.064	-1.9	0.7	9	-5
CC(C)C(=O)Nc1ccc(NC(=O)c2cccnc2)cn1	3	12	-9	7	0.4	0.4	0.3	0	1
O=C(C1CCC(=O)N1C1CCCCC1)N1CCN(c2ccc(F)cc2)CC1 (stereo unspecified)	5	-1	1	7	0.39	-0.2	3.9	0	-11
CCOC(=O)/C(C#N)=C/c1cn(CCOc2ccccc2)c2ccccc12	0	11	6	-4	0.43	7.2	0.6	2	-1
CCc1c(C)sc(NC(=O)c2cc(-c3ccco3)on2)c1C#N	1	11	0	-1	x	0.5	1.6	0	5
COC(=O)c1c(C)nsc1NC(=O)Oc1ccccc1	3	5	2	1	-1.8	0.1	1.2	27	5
Cc1oc(-c2ccc(Cl)cc2)nc1CN1CCC(C(=O)NCc2cccnc2)CC1	-10	17	-4	-42	-0.48	-7.2	-0.2	2	-3
CCOC(=O)C1CCN(S(=O)(=O)c2ccc(Cl)nc2)CC1	-7	0	-6	-4	-0.32	2.4	-1.0	11	0
NC(=O)c1ccccc1OCC(=O)Nc1ccc(Cl)c(Cl)c1	2	12	0	-5	0.041	3.7	0.9	11	-2
Cn1ncc(Cl)c1C(=O)NCc1ccc(Cl)cc1	-10	5	10	10	0.45	4.4	0.1	0	3
Cc1cc(=O)oc(C)c1C(=O)NCCc1ccc(F)cc1	-2	6	6	-7	0.56	0.1	0.0	0	11
CCOc1ccccc1OCCCC(=O)N1CCN(S(=O)(=O)c2cccc(F)c2)CC1	-2	10	13	-5	1.1	1.2	-0.9	-2	-3
COc1ccc2c(c1)O/C(=C\c1sccc1C)C2=O	-3	6	-6	4	-0.11	0.9	1.5	15	1
CCC(=O)c1ccc(OCCN2CCOCC2)cc1	-5	6	2	-6	0.024	0.2	0.8	5	-9
O=C(N/N=C1\CCSc2ccc(F)cc21)c1cccnc1	1	-4	-18	3	0.84	-0.3	2.0	-10	-1
CCOC(=O)C1=C(C)NC(=O)NC1c1ccc(Cl)cc1Cl (stereo unspecified)	0	7	-20	3	x	-0.6	0.3	0	-11
Cc1cccc(NC(=S)NN2CCN(C)CC2)c1	5	2	-1	6	x	0.2	1.1	-2	0
CCn1c(=O)cc(SCC(=O)NCc2ccc(C)cc2)c2ccccc21	2	6	-2	1	0.016	-1.2	-0.6	-24	0
COCCN(CCOC)c1nc(N)c2c(N)nc3c(c2c1C#N)CC(=O)N3Cc1ccc(Cl)cc1	-10	-7	11	-9	0.91	-1.6	0.3	1	-10
COc1ccc(OC)c(S(=O)(=O)NC(C)(C)C)c1	-1	10	-3	-5	x	1.2	0.7	2	4
CCCCCCn1c(CN2CCN(C)CC2)nc2c1c(=O)n(C)c(=O)n2C	1	15	-4	-1	0.068	0.3	0.8	1	1
Cc1nn(Cc2ccccc2)c(C)c1NC(=O)c1cc(-c2ccco2)on1	0	9	-20	-2	-0.63	-0.8	0.0	0	-2
COc1nc(N)nc(NC23CC4CC(CC(C4)C2)C3)n1	-3	0	0	4	0.24	-3.5	0.1	10	4
COc1ccc(O)c(N)c1	-8	5	0	12	2.3	-7.5	1.8	26	2
C#CCOCCOCCOCCNc1nc(N2CCN(C(=O)[C@H](C(C)C)n3cc(CCO)nn3)CC2)nc(N2CCN(C(=O)[C@H]([C@@H](C)CC)n3cc(CCCN=C(N)N)nn3)CC2)n1	6	5	-4	-1	-0.18	2.0	1.2	-8	3
COc1ccc(/C=C2/C(=O)N(Cc3ccccc3)N=C2C)cc1	-5	6	-5	5	0.57	0.4	1.2	3	-4
CC(C)(O)C#Cc1ccc(C(=O)NCc2ccccc2)s1	x	x	x	-1	0.077	-0.2	-0.1	-2	x
O=C(Nc1cnc2sccn2c1=O)c1ccc(Cl)cc1Cl	-3	4	-5	6	-0.057	-1.3	-0.1	3	2
O=C(COC(=O)CCc1nc2ccccc2c(=O)[nH]1)Nc1ccc(Cl)cn1	16	40	43*	-35	-1.3	2.3	-0.6	-15	105*
CN1CCN(S(=O)(=O)c2ccc(NC(=O)c3csc4ccccc34)cc2)CC1	6	20	-1	-6	0.39	1.8	2.1	9	5
CN1CCN(C(=O)c2cc3sc4ccccc4c3s2)CC1	1	6	1	x	-2.4	7.9	1.6	15	4
CCOc1ccccc1NC(=O)c1cc(C(=O)Nc2ccccc2OCC)cc(N2C(=O)CCC2=O)c1	-4	6	-3	x	-0.9	0.4	2.5	18	-3
Cc1ccc(C(=O)Nc2ccc(S(=O)(=O)N3CCOCC3)cc2)cc1	3	6	8	1	-1.3	0.5	1.9	20	-5
COc1cc(/C=C2\SC(=Nc3ccccc3)N(Cc3ccco3)C2=O)ccc1OC(C)C(=O)O (stereo unspecified)	-2	15	4	5	-0.84	0.5	-0.5	1	17
O=c1[nH]c(CSc2ccccn2)nc2c1cnn2-c1ccccc1	-10	-8	-13	4	-2.6	1.0	1.0	-3	10
NC(=S)Nc1ccc(Oc2ccc(NC(N)=S)cc2)cc1	-4	1	-3	-1	x	-3.8	0.1	2	0

From PubChem BioAssay

These rows are one share of the data; rates above refer to the full screens.
